Screening data as filed in PubChem BioAssay.
NPY Y1 blocker: NPY-Y1 (human) receptor antagonism; P25929; HEK293-CNG Y1 cells, membrane potential fluorescence; NPY at EC95, then isoproterenol; inhibition, % at 3.6 µM; actives 1% (n = 200,000); AID 1040;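 active means inhibition above the campaign mean inhibition of all tested compounds plus 3 SD, cut at about 20% in these data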;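 further: 0% = DMSO wells given NPY plus isoproterenol and 100% = isoproterenol alone without NPY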
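material = HEK293 cells with Y1 receptor plus CNG channel | also added = NPY 25 nM then isoproterenol 1 µM plus Ro 20-1724 25 µM | schedule = dye 3 h, compound 60 min room temperature, stimulation 45 min | measured by = membrane potential fluorescence | benchmarks = high control isoproterenol alone, low control NPY with isoproterenol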
EP2 modulator: modulates human prostaglandin E2 receptor EP2 signaling | P43116 | EP2-expressing cells, cAMP HTRF FRET, PGE2 co-stimulation | induction, % at 25 µM | actives 0.83% (n = 260,000) | AID 940;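 active means compounds whose cAMP rise, as percent of the full-agonist control response, exceeds 60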;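 further: rat C6 glioma line stably carrying human EP2 under a CMV promoter; the protocol text gives 20 µM as final concentration; 100% = response of wells given 1 µM PGE2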
NPY2 pot ag: potentiators or agonists of human neuropeptide Y receptor Y2; AID 1359; activation, % at 3.6 µM; P49146; actives 0.45% (n = 220,000); cells expressing NPY-Y2, potentiator/agonist read-out; in the data active means activation above about 27%;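 further: cells stimulated with NPY near EC25 plus isoproterenol at EC100; 0% = vehicle plus submaximal agonist and 100% = vehicle plus saturating agonist; some results beyond the cut were filed as inactive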
EP2 antag: EP2 receptor (human) inhibition | C6 glioma cells expressing human EP2, cAMP TR-FRET; cells stimulated with saturating PGE2 | P43116 | AID 1422 | actives 0.52% (n = 260,000) | inhibition, % at 25 µM;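 active means percent inhibition above 40 after rounding to a whole number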;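 further: rat C6 glioma host cells with rolipram phosphodiesterase inhibitor present; the protocol text gives 20 µM as final concentration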
p97 ATPase inh: inhibitors of human p97 ATPase | P55072 | recombinant p97 ATPase, Kinase-Glo ATP luminescence, 3 h | inhibition, % at 8 µM | actives 0.42% (n = 220,000) | AID 1481; in the data active means inhibition above about 15%;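 further: 0% = DMSO vehicle and 100% = wells lacking enzyme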
Target sequence (P55072 whole entry, looked up): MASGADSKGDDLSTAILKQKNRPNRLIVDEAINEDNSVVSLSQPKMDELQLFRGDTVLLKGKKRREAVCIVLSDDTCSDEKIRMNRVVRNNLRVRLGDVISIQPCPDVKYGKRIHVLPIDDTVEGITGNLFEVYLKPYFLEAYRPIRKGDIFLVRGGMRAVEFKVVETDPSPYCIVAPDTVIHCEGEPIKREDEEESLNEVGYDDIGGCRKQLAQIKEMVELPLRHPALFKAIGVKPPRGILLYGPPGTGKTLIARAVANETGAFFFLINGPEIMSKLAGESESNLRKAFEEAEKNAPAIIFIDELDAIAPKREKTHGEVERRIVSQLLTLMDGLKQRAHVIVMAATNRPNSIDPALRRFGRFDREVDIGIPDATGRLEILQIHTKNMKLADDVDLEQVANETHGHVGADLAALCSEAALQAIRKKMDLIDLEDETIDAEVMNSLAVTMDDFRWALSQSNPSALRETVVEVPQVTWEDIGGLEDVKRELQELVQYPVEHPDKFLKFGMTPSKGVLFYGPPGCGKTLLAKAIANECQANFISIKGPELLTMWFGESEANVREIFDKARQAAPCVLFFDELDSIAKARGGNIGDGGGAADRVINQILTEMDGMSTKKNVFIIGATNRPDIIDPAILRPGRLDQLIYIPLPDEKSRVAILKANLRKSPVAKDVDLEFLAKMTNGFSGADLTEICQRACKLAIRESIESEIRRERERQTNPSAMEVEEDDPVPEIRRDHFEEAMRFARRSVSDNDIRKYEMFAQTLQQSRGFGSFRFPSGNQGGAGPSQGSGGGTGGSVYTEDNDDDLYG
eIF4E-4G inh: eIF4E/eIF4G interaction inhibition in translation initiation; TR-FRET eIF4E-eIF4GI(517-606) binding, 2 h; inhibition, % at 21.7 µM; actives 0.37% (n = 220,000); AID 782;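 active means inhibition above about 30%, limit read from the data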;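 further: 0% = full FRET control wells and 100% = background wells lacking eIF4GI fragment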
S1P4 antagonist: blocks the human S1P4 receptor; O95977; S1P4-expressing cells, antagonist mode, reporter read-out; inhibition, % at 4.98 µM; actives 0.26% (n = 220,000); AID 1510; in the data active means inhibition above about 29%;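 further: 0% = wells stimulated with agonist and 100% = vehicle wells without agonist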
S1P4 ag: activates the human S1P4 receptor; O95977; S1P4-expressing cell line, agonist reporter assay; activation, % at 4.98 µM; actives 0.35% (n = 220,000); in the data active means activation above about 11%;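 further: 0% = DMSO vehicle and 100% = reference agonist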
NPY-Y1 PAM-ag: potentiators or agonists of human neuropeptide Y receptor Y1. P25929. NPY-Y1 expressing cells, potentiator/agonist activation. activation, % at 3.6 µM. actives 0.37% (n = 220,000). AID 1304; in the data active means activation above about 33%, passing the limit was not always enough;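 further: cells stimulated with NPY at EC10 then isoproterenol at EC100; 0% = low agonist plus stimulus and 100% = saturating agonist plus stimulus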
* hit, by the source's call; · = no result given; & = joins results of further samples; [ ] = remark or other dose. These rows are one share of the data (hit frequency here may not be typical).

Assay codes: A = NPY Y1 blocker; B = EP2 modulator; C = NPY2 pot ag; D = EP2 antag; E = p97 ATPase inh; F = eIF4E-4G inh; G = S1P4 antagonist; H = S1P4 ag; I = NPY-Y1 PAM-ag
COCCCNC(=O)CCSc1ccc(Cl)cc1
  A: 5; B: 30; C: 2; D: 7; E: 1; F: 1; G: 3; H: -0.7; I: -6
CC(CN1CCCCC1)OC(=O)c1ccc(Cl)cc1 (stereo unspecified)
  A: 12; B: 33; C: -10; D: 16; E: 2; F: 0; G: -18; H: -1.5; I: -10
Cc1ccc(NC(=O)/C(=C/C=C/c2ccccc2)NC(=O)c2ccccc2)cc1
  A: 6; B: 17; C: -6; D: 11; E: 5; F: 0; G: -10; H: -1.4; I: -29
O=[N+]([O-])c1cccc(/C=N/N2CCN(Cc3ccc(Cl)cc3)CC2)c1
  A: ·; B: -11; C: -2; D: 6; E: 2; F: 1; G: -12; H: -0.1; I: 12
O=C1CCC2c3ccc4ccccc4c3CCN12 (stereo unspecified)
  A: 2; B: -40; C: -4; D: 7; E: -3; F: 3; G: 3; H: 1.3; I: -12
Cc1ccc2c(c1)sc(C)[n+]2CCCS(=O)(=O)[O-]
  A: -3; B: 28; C: 1; D: 6; E: -1; F: -4; G: -13; H: -1.1; I: 1
O=C(O)/C=C/C(=O)NNC(=O)c1cccc(Br)c1
  A: 4; B: 22; C: -21; D: 4; E: 3; F: 21; G: -8; H: 1.6; I: 13
CC(=O)N1CCN(c2nc(C)nc3sc4c(c23)CCC(C)C4)CC1 (stereo unspecified)
  A: 0; B: -8; C: -15; D: 9; E: -3; F: -1; G: -17; H: -1.0; I: -33
Cc1ccccc1OCC(=O)Nc1ccccc1N1CCCCC1
  A: 9; B: 54; C: -11; D: 1; E: -3; F: 1; G: -13; H: -2.9; I: -22
Cc1cccc(NS(=O)(=O)c2cc(NC(=O)CC(=O)c3ccc([N+](=O)[O-])cc3)ccc2C)c1
  A: -7; B: -35; C: -4; D: 10; E: 4; F: -1; G: 0; H: 2.5; I: 3
O=C(c1cnc2n(c1=O)CCS2)N1CCN(c2ccccc2Cl)CC1
  A: -1; B: -26; C: 1; D: 10; E: -4; F: 4; G: -2; H: 0.3; I: -13
Cc1nc2cc(C(=O)O)ccc2s1
  A: -5; B: 21; C: -10; D: 2; E: -1; F: ·; G: 5; H: -1.5; I: -7
CCc1ccc[n+](-c2[nH]c(=O)sc2/C=N/N=C(\N)[O-])c1
  A: ·; B: -40; C: -6; D: 7; E: -6; F: 4; G: 3; H: -2.9; I: -8
CC(C)(C)n1cnnc1Sc1ncccc1[N+](=O)[O-]
  A: ·; B: 31; C: 5; D: 10; E: 6; F: -8; G: -17; H: -0.6; I: 21
N#Cc1c(N2CCCC(O)C2)nc(N)c2c(N)nc3c(c12)CC(=O)N3C12CC3CC(CC(C3)C1)C2 (stereo unspecified)
  A: -5; B: -67; C: -7; D: 14; E: 6; F: 0; G: 9; H: 0.1; I: 12

For reference, some entries already given:
Assay codes: A = NPY Y1 blocker; B = EP2 modulator; C = NPY2 pot ag; D = EP2 antag; E = p97 ATPase inh; F = eIF4E-4G inh; G = S1P4 antagonist; H = S1P4 ag; I = NPY-Y1 PAM-ag
COCCCNC(=O)CCSc1ccc(Cl)cc1
  A: 5; B: 30; C: 2; D: 7; E: 1; F: 1; G: 3; H: -0.7; I: -6
CC(CN1CCCCC1)OC(=O)c1ccc(Cl)cc1 (stereo unspecified)
  A: 12; B: 33; C: -10; D: 16; E: 2; F: 0; G: -18; H: -1.5; I: -10
Cc1ccc(NC(=O)/C(=C/C=C/c2ccccc2)NC(=O)c2ccccc2)cc1
  A: 6; B: 17; C: -6; D: 11; E: 5; F: 0; G: -10; H: -1.4; I: -29
O=[N+]([O-])c1cccc(/C=N/N2CCN(Cc3ccc(Cl)cc3)CC2)c1
  A: ·; B: -11; C: -2; D: 6; E: 2; F: 1; G: -12; H: -0.1; I: 12
O=C1CCC2c3ccc4ccccc4c3CCN12 (stereo unspecified)
  A: 2; B: -40; C: -4; D: 7; E: -3; F: 3; G: 3; H: 1.3; I: -12
Cc1ccc2c(c1)sc(C)[n+]2CCCS(=O)(=O)[O-]
  A: -3; B: 28; C: 1; D: 6; E: -1; F: -4; G: -13; H: -1.1; I: 1

(next part)
Assay codes: A = NPY Y1 blocker; B = EP2 modulator; C = NPY2 pot ag; D = EP2 antag; E = p97 ATPase inh; F = eIF4E-4G inh; G = S1P4 antagonist; H = S1P4 ag; I = NPY-Y1 PAM-ag
Cc1cc(OC(=O)c2ccc(S(=O)(=O)N(C)C)cc2)c([N+](=O)[O-])c(=O)[nH]1
  A: 1; B: 24; C: -10; D: 7; E: 16*; F: -2; G: -11; H: 0.2; I: 11
CCCc1nc2sc3c(c2c(=O)n1NC(=O)CCC(=O)O)CCCC3
  A: 13; B: 17; C: -25; D: 11; E: 0; F: -3[fluorescence artefact?]; G: -1; H: -0.6; I: 0
O=C(CCc1ccccc1)Nc1cc2c(cc1Cl)OCCO2
  A: 6; B: 16; C: 1; D: 8; E: 7; F: -2; G: -1; H: -2.3; I: 3
Cc1ccc(NC(=O)C2c3ccccc3Oc3ccccc32)nc1
  A: 4; B: 20; C: -8; D: 6; E: 4; F: 0; G: -17; H: -0.5; I: 3
O=C(Nc1nccs1)c1ccc(S(=O)(=O)NCc2cccs2)cc1
  A: -3; B: -23&-15; C: 16; D: 5&10; E: 2; F: ·; G: -12; H: -0.7; I: 4
CCOc1ccc(NC(=S)NCCN2CCN(Cc3ccccc3)CC2)cc1
  A: 5; B: -20; C: 1; D: 4; E: -3; F: -4; G: -11; H: -1.2; I: -14
O=S(=O)(Cc1ccc(Cl)cc1)Nc1ccc2c(c1)OCO2
  A: 1; B: 0; C: 13; D: 8; E: 2; F: 4; G: 2; H: -0.7; I: -21
COc1ccc(/C(O)=C2\C(=O)C(=O)N(CCN3CCOCC3)C2c2ccccc2OC)cc1 (stereo unspecified)
  A: -3; B: -7; C: -6; D: 9; E: 2; F: 1; G: -9; H: 1.0; I: -21
O=C(O)c1c(Cl)c(Cl)c(Cl)c(Cl)c1C(=O)N1CCCCCC1
  A: 9; B: 4; C: -11; D: 5; E: 2; F: 0; G: -15; H: 1.2; I: -2
CCOC(=O)c1cc2sccc2n1Cc1ccc(C#N)cc1
  A: 9; B: 47; C: -6; D: 1; E: 0; F: -1; G: 5; H: -0.4; I: -16
Cc1c(C)c(C)c(CO/N=C/c2cccs2)c(C)c1C
  A: ·; B: -22; C: -12; D: 7; E: 1; F: 4; G: 6; H: 1.0; I: -5
O=C(NCCN1CCOCC1)Nc1ccc(Cl)cc1Cl
  A: 3; B: -14; C: 7; D: 2; E: 4; F: -1; G: 0; H: 0.3; I: 11
CC(C)(C)C1CCc2nc(NC(=O)Cc3cn4ccsc4n3)sc2C1 (stereo unspecified)
  A: -4; B: 33; C: 11; D: 11; E: 6; F: -9; G: -2; H: -0.3; I: 11
Cc1cc(NCc2ccco2)n2c(nc3ccccc32)c1C#N
  A: -2; B: 5; C: 5; D: 14; E: 12; F: 12; G: -5; H: 0.6; I: 29
Cc1nc2sc(C(=O)O)c(N)c2c2c1COC(C)(C)C2
  A: -1; B: -6; C: -7; D: 13; E: -2; F: ·; G: -17; H: 0.3; I: -7

Next entries.
Assay codes: A = NPY Y1 blocker; B = EP2 modulator; C = NPY2 pot ag; D = EP2 antag; E = p97 ATPase inh; F = eIF4E-4G inh; G = S1P4 antagonist; H = S1P4 ag; I = NPY-Y1 PAM-ag
Cc1cccc2c1N(CCCOc1ccc(C(C)(C)C)cc1)C(=O)C2=O
  A: 1; B: 9; C: 1; D: 13; E: -2; F: 5; G: -8; H: 0.7; I: -7
O=C1N=C(N2CCCC2C(=O)O)S/C1=C\c1ccco1 (stereo unspecified)
  A: 0; B: -11; C: 4; D: 8; E: 0; F: 3; G: -18; H: 0.8; I: -7
CCCCOCCCNCC(=O)Nc1ccc(S(N)(=O)=O)cc1
  A: -3; B: -23; C: -4; D: 2; E: 2; F: 2; G: -6; H: -0.4; I: -15
COc1ccc(NC(=S)N(CCN2CCOCC2)C2CCN(C(C)=O)CC2)cc1Cl
  A: 2; B: -19; C: 5; D: 4; E: -4; F: -1; G: -1; H: 1.2; I: -5
COc1ccc(C2c3c4c(n(C)c3CCN2C)CCN(C)C4c2ccc(OC)cc2)cc1 (stereo unspecified)
  A: 7; B: 1; C: 3; D: 6; E: 4; F: 5; G: 3; H: 1.5; I: -27
O=C(NC1CCN(Cc2ccccc2)CC1)C12CC3CC(CC(C3)C1)C2
  A: 6; B: -30; C: 3; D: 11; E: 5; F: -1[fluorescence artefact?]; G: -23; H: -1.2; I: 0
O=S(=O)(c1ccc2nnn(O)c2c1)N1CCCCC1
  A: 0; B: 32; C: 12; D: 8; E: 3; F: -1; G: -12; H: -0.3; I: 11
COc1ccccc1C1CC(=O)Nc2cc3c(cc21)OCCO3 (stereo unspecified)
  A: -3; B: 10; C: -3; D: 7; E: 3; F: 4; G: -18; H: 0.9; I: -15
O=C(C1CCCO1)N1CCN(C(=S)Nc2ccccc2C(F)(F)F)CC1 (stereo unspecified)
  A: -5; B: 7; C: 19; D: 8; E: 5; F: 3[fluorescence artefact?]; G: -8; H: -0.2; I: 10
CCn1c(SCC(=O)NCc2ccco2)nc2ccccc2c1=O
  A: -2; B: 16; C: 5; D: 13; E: 1; F: -4; G: -9; H: -0.3; I: 6
CCN(c1ccccc1)S(=O)(=O)c1cc([N+](=O)[O-])ccc1N
  A: 4; B: 24; C: -2; D: 5; E: 2; F: 0; G: -8; H: 17*; I: 7
CC(NS(=O)(=O)c1ccccc1)C(=O)NCc1ccco1 (stereo unspecified)
  A: 0; B: 0; C: 11; D: 7; E: 2; F: 0[fluorescence artefact?]; G: 2; H: -0.2; I: 13
CC1COC(Cn2c3ccccc3c3ccccc32)O1 (stereo unspecified)
  A: ·; B: 41; C: -18; D: 3; E: -5; F: 7; G: -7; H: 0.8; I: -13
CC(=O)Nc1ccc(/C=C(\C#N)C(N)=O)cc1
  A: ·; B: -13; C: 8; D: 4; E: -1; F: 1; G: -5; H: 0.4; I: -1
CCN(CC)S(=O)(=O)c1ccc(Br)c(OC)c1
  A: 3; B: 0; C: 12; D: 7; E: 2; F: 0; G: -22; H: 0.2; I: -3

Further compounds
Assay codes: A = NPY Y1 blocker; B = EP2 modulator; C = NPY2 pot ag; D = EP2 antag; E = p97 ATPase inh; F = eIF4E-4G inh; G = S1P4 antagonist; H = S1P4 ag; I = NPY-Y1 PAM-ag
Cc1cc(NC(=O)CCC(=O)N(CC(=O)NCC2CCCO2)c2ccccc2C)no1 (stereo unspecified)
  A: -3; B: 29; C: -1; D: 13; E: 0; F: 6; G: -14; H: -1.4; I: -7
Cc1cc(/C=N/NC(N)=S)c(O)c(/C=N/NC(N)=S)c1
  A: ·; B: -35; C: 1; D: 4; E: 19*; F: 2; G: 12; H: -0.7; I: 2
C=CCNc1nc(-c2ccccn2)nnc1-c1ccccc1
  A: 3; B: 12; C: -12; D: 9; E: -2; F: 4; G: -1; H: -2.0; I: -8
CSc1ccc(/C=N/N2CCN(c3ccccc3)CC2)cc1
  A: 4; B: 4; C: -12; D: 12; E: -1; F: 2; G: -7; H: -1.0; I: -2
c1ccc(-c2nc(NCC3CCCO3)c3oc4ccccc4c3n2)cc1 (stereo unspecified)
  A: 4; B: 36; C: 4; D: 10; E: -1; F: 2; G: 2; H: 1.3; I: -25
Cc1cc(NC(=O)CCCn2nc([N+](=O)[O-])cc2C)no1
  A: 0; B: 0; C: -3; D: 1; E: 3; F: 9; G: -7; H: 0.5; I: -17
